# High-throughput results (PubChem)
# U2OS ROS induce = cancer cell ROS induction; AID 624156; actives 2% (n = 46,000); U2OS ROS induction, H2DCF-DA fluorescence; ROS induction (% of piperlongumine), % at 10 µM; in the data active = ROS induction above about 79%, passing the limit was not always enough;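 note: 0% = DMSO vehicle median and 100% = reference compound median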
# Numbers without * were called inactive. A portion of the library (hit frequency here may not be typical).
SMILES,U2OS ROS induce
Cc1noc(C)c1NC(=O)Nc1ccc2c(c1)C(=O)N([C@@H](C)CO)C[C@H](C)[C@@H](CN(C)C(=O)Nc1ccc(C(F)(F)F)cc1)O2,-4
O=C(O)CCC(=O)N1N=C(c2c(-c3ccccc3)c3cc(Cl)ccc3[nH]c2=O)CC1c1ccccc1 (stereo not drawn),-7
COc1ccc(C#Cc2ccc3c(c2)[C@]2(C(=O)N3)[C@H](C(=O)N3CCc4cc(OC)c(OC)cc4C3)[C@H]3C(=O)O[C@H](c4ccccc4)[C@H](c4ccccc4)N3[C@@H]2c2ccc(O)cc2)cc1,3
C[C@H]1CN([C@@H](C)CO)C(=O)c2cccc(NC(=O)c3ccc(-c4nccs4)cc3)c2O[C@H]1CN(C)Cc1ccc(Oc2ccccc2)cc1,38
C[C@@H]1CN([C@H](C)CO)C(=O)Cc2cc(NC(=O)c3ccncc3)ccc2O[C@H]1CN(C)C(=O)Nc1ccc(C(F)(F)F)cc1,-6
COc1ccccc1NC(=O)CSc1nnnn1-c1c(C)cccc1C,-13
Cc1noc(C)c1S(=O)(=O)Nc1ccc2c(c1)CC(=O)N([C@H](C)CO)C[C@@H](C)[C@@H](CN(C)Cc1ccc(C(F)(F)F)cc1)O2,4
NC(CC(=O)O)c1cccc([N+](=O)[O-])c1 (stereo not drawn),35
COc1ccccc1S(=O)(=O)N(C)C[C@@H]1OCc2cnnn2CCCC(=O)N([C@H](C)CO)C[C@@H]1C,-8
C[C@@H]1CN([C@@H](C)CO)C(=O)Cc2cc(NC(=O)CCN3CCOCC3)ccc2O[C@@H]1CN(C)Cc1ccc(C(F)(F)F)cc1,8
C[C@@H]1CN([C@@H](C)CO)C(=O)CCCn2nncc2CO[C@H]1CN(C)C(=O)Nc1ccc2c(c1)OCO2,4
CC(Sc1nc(-c2ccccc2)c(C#N)c(=O)[nH]1)C(=O)Nc1ccc(Cl)cc1 (stereo not drawn),0
C[C@@H]1CN([C@@H](C)CO)C(=O)Cc2cc(NC(=O)Nc3ccc(F)cc3)ccc2O[C@@H]1CN(C)C(=O)NC1CCCCC1,11
COc1ccc(C)cc1NC(=O)CSc1n[nH]c(-c2ccc(Cl)cc2)n1,9
C[C@@H]1CN([C@H](C)CO)C(=O)c2cc(NC(=O)Cc3ccccc3)ccc2O[C@H]1CN(C)S(C)(=O)=O,71
COC(=O)CCCCCCC(=O)N/N=C\c1cccnc1Br,12
COc1cccc(NC(=O)N(C)C[C@H]2OCc3cnnn3CCCC(=O)N([C@H](C)CO)C[C@@H]2C)c1,15
C[C@H]1CN([C@@H](C)CO)C(=O)Cc2cc(NC(=O)Nc3ccc(C(F)(F)F)cc3)ccc2O[C@H]1CN(C)Cc1ccc(C(=O)Nc2ccccc2N)cc1,47
Cn1c(C(F)(F)F)nc2c(=O)oc3ccccc3c21,17
COC(=O)CCCCCCC(=O)N/N=C/C[C@H](O)[C@H](O)[C@@H](C)O,4
C[C@@H]1CCCCO[C@@H](CN(C)CC2CC2)[C@@H](C)CN([C@H](C)CO)C(=O)c2cc(NC(=O)Nc3ccc(F)cc3)ccc2O1,23
CC(C)NC(=O)Nc1cccc2c1O[C@@H](CN(C)C(=O)Nc1ccc(F)cc1)[C@H](C)CN([C@H](C)CO)C2=O,-11
C[C@@H]1CN([C@H](C)CO)C(=O)Cc2cc(NS(=O)(=O)c3ccccc3)ccc2O[C@@H]1CN(C)C(=O)Nc1ccccc1,-3
C[C@H](CO)N1C[C@H](C)[C@H](CN(C)Cc2ccc(Cl)c(Cl)c2)Oc2ccc(NS(C)(=O)=O)cc2CC1=O,3
CC(C)NC(=O)Nc1cccc2c1O[C@H](CN(C)C(=O)Nc1ccc(F)cc1)[C@@H](C)CN([C@H](C)CO)C2=O,-13

# (next part)
SMILES,U2OS ROS induce
C[C@@H]1CN([C@H](C)CO)C(=O)c2cc(NC(=O)Nc3ccccc3)ccc2O[C@@H]1CN(C)Cc1ccc2c(c1)OCO2,10
C[C@H]1CN([C@@H](C)CO)C(=O)CCCn2cc(nn2)CO[C@@H]1CN(C)C(=O)c1cc(-c2ccccc2)on1,0
C[C@H](CO)N1C[C@H](C)[C@H](CN(C)C(=O)Nc2ccc3c(c2)OCO3)Oc2ccc(NS(=O)(=O)c3ccc(Cl)cc3)cc2C1=O,-1
COc1ccc(NC(=O)CSc2nnc3c4c5c(sc4nc(-c4ccccc4)n23)CCC5)cc1,7
COC(=O)c1ccc(C)c(NC(=O)CN(c2ccc(Cl)c(Cl)c2)S(C)(=O)=O)c1,2
Cc1cc(O)cc2oc3cc(O)cc(O)c3c(=O)c12,2
COc1ccc(S(=O)(=O)N(C)C[C@H]2Oc3c(NS(=O)(=O)c4cccs4)cccc3C(=O)N([C@@H](C)CO)C[C@@H]2C)cc1,41
COc1cc(COc2cc(N)c(Cl)cc2C(=O)CCC2CCN(CCNS(C)(=O)=O)CC2)cc(OC)c1,69
C[C@@H]1CN([C@@H](C)CO)C(=O)c2cc(NC(=O)Nc3ccc(C(F)(F)F)cc3)ccc2O[C@@H]1CN(C)C(=O)Nc1ccc(F)cc1,30
CN(CC(=O)Nc1ccc(Oc2ccccc2)cc1)S(=O)(=O)c1ccccc1,11
COc1ccc(CCNC(=S)Nc2ccncc2)cc1OC,-13
CNC[C@H]1Oc2c(NC(=O)c3ccc(-c4nccs4)cc3)cccc2C(=O)N([C@H](C)CO)C[C@@H]1C,2
O=C(N/N=C/c1ccccc1OCCO)c1ccccn1,-5
O=C(CC1Nc2cccc3cccc(c23)NC1=O)Nc1ccc([N+](=O)[O-])cc1 (stereo not drawn),-4
C[C@H]1CN([C@@H](C)CO)C(=O)Cc2cc(NC(=O)NC3CCCCC3)ccc2O[C@H]1CN(C)S(C)(=O)=O,-11
Cc1ccc2oc(-c3cccc(NC(=O)COc4ccc(Cl)cc4)c3C)nc2c1,3
C[C@@H]1O[C@@H](Oc2ccc(-c3coc4cc(O[C@@H]5O[C@@H](C)[C@H](O)[C@@H](O)[C@H]5O)ccc4c3=O)cc2)[C@H](O)[C@H](O)[C@H]1O,-9
COCCNC(=S)N1CCN(Cc2ccco2)CC1,3
COC(=O)c1ccccc1NC(=O)CC1(c2ccc(Cl)cc2)C(=O)c2ccccc2C1=O,17
COc1ccc(CC(=O)Nc2cccc(-c3nnc(-c4ccc(C)cc4)o3)c2)cc1OC,13
C[C@@H]1CCCCO[C@H](CN(C)Cc2ccc3c(c2)OCO3)[C@@H](C)CN([C@H](C)CO)C(=O)c2cc(NC(=O)NC3CCCCC3)ccc2O1,36
C[C@H]1CN([C@@H](C)CO)C(=O)CCCn2nncc2CO[C@@H]1CN(C)CC1CC1,71
COC(=O)CCCCCCC(=O)N/N=C/c1ccc(O)cc1,16
C[C@H](CO)N1C[C@H](C)[C@H](CN(C)Cc2ccc(C(=O)Nc3ccccc3N)cc2)Oc2c(NC(=O)Nc3ccc(C(F)(F)F)cc3)cccc2C1=O,5
C[C@@H]1CN([C@@H](C)CO)C(=O)c2cc(NC(=O)c3ccncc3)ccc2O[C@H]1CN(C)S(=O)(=O)c1cn(C)cn1,-4

# Remaining list, next part:
SMILES,U2OS ROS induce
C[C@@H]1CN([C@H](C)CO)C(=O)Cc2cc(NC(=O)CCC(F)(F)F)ccc2O[C@H]1CN(C)S(=O)(=O)c1ccccc1,29
CC(C)NC(=O)N(C)C[C@H]1Oc2ccc(NC(=O)CCC(F)(F)F)cc2C(=O)N([C@@H](C)CO)C[C@H]1C,1
C[C@H](CO)N1C[C@H](C)[C@H](CN(C)Cc2ccc3c(c2)OCO3)Oc2c(NC(=O)NC3CCCCC3)cccc2C1=O,-12
C[C@H](CO)N1C[C@H](C)[C@@H](CN(C)S(=O)(=O)c2cccs2)Oc2c(NC(=O)c3ccncc3)cccc2C1=O,-7
C[C@H](CO)N1C[C@H](C)[C@H](CN(C)S(C)(=O)=O)Oc2ccc(NC(=O)CCCCCC(=O)Nc3ccccc3N)cc2CC1=O,17
C[C@H]1CN([C@@H](C)CO)C(=O)c2cccc(N(C)C)c2O[C@H]1CN(C)Cc1ccc(C(=O)O)cc1,-8
COC(=O)C(CC#Cc1ccc2c(c1)[C@]1(C(=O)N2)[C@H](c2ccc(O)cc2)N2[C@H](c3ccccc3)[C@H](c3ccccc3)OC(=O)[C@H]2[C@@H]1C(=O)N1CCCCCCC1)C(=O)OC,40
Cc1ccc(S(=O)(=O)N(C)C[C@@H]2Oc3ccc(NS(=O)(=O)c4cccs4)cc3CC(=O)N([C@H](C)CO)C[C@@H]2C)cc1,13
C[C@@H]1CN([C@H](C)CO)C(=O)CCCn2cc(nn2)CO[C@H]1CN(C)C(=O)c1ccncc1,5
Cc1c2cnn(CC(=O)O)c(=O)c2c(C)n1Cc1ccccc1F,-7
COc1ccccc1NC(=O)N(C)C[C@@H]1OCc2cnnn2CCCC(=O)N([C@@H](C)CO)C[C@H]1C,12
Cc1ccc(S(=O)(=O)Nc2cccc3c2O[C@@H](CN(C)S(=O)(=O)c2cccs2)[C@@H](C)CN([C@H](C)CO)C3=O)cc1,23
O=C1CC(c2ccccc2)C(=O)N1c1ccc(F)cc1 (stereo not drawn),-2
CC1(C)Cc2c(sc3nc(CCCc4ccccc4)n(N)c(=O)c23)CO1,39
CC(C)(C)c1ccc(OCC(=O)NCc2cccnc2)c(Br)c1,-6
Cc1ccc(S(=O)(=O)Nc2ccc3c(c2)CC(=O)N([C@@H](C)CO)C[C@H](C)[C@@H](CN(C)CC2CC2)O3)cc1,4
C[C@@H]1CN([C@@H](C)CO)C(=O)c2cccc(NC(=O)Nc3ccc(F)cc3)c2O[C@@H]1CN(C)S(=O)(=O)c1cn(C)cn1,-5
O=C(NCC1CCCO1)c1ccc2c(=O)n(-c3ccccc3)c(=S)[nH]c2c1 (stereo not drawn),2
O=S(=O)(CCSc1ccc(C(F)(F)F)cn1)c1ccc(OC(F)(F)F)cc1,4
COc1ccccc1CN(C)C[C@H]1OCc2cn(nn2)CCCC(=O)N([C@@H](C)CO)C[C@@H]1C,-8
O=C(CCCCCC(=O)Nc1ccccc1O)N/N=C/c1ccc(Br)s1,14
COc1ccc(N/C=C/C(=O)c2ccc3c(c2)OCO3)cc1OC,12
CCOc1ccccc1NC(=O)NCc1cccnc1,6
C[C@H]1CN([C@@H](C)CO)C(=O)Cc2cc(NC(=O)Nc3ccccc3)ccc2O[C@H]1CN(C)S(=O)(=O)c1cccs1,1
Cc1noc(C)c1S(=O)(=O)Nc1ccc2c(c1)C(=O)N([C@H](C)CO)C[C@H](C)[C@H](CN(C)C)OCCCC[C@@H](C)O2,25

# Rewritten bar-delimited: 11 of the compounds above.
compound | U2OS ROS induce
NC(CC(=O)O)c1cccc([N+](=O)[O-])c1 (stereo not drawn) | 35
COc1ccccc1S(=O)(=O)N(C)C[C@@H]1OCc2cnnn2CCCC(=O)N([C@H](C)CO)C[C@@H]1C | -8
C[C@@H]1CN([C@@H](C)CO)C(=O)Cc2cc(NC(=O)CCN3CCOCC3)ccc2O[C@@H]1CN(C)Cc1ccc(C(F)(F)F)cc1 | 8
C[C@@H]1CN([C@@H](C)CO)C(=O)CCCn2nncc2CO[C@H]1CN(C)C(=O)Nc1ccc2c(c1)OCO2 | 4
CC(Sc1nc(-c2ccccc2)c(C#N)c(=O)[nH]1)C(=O)Nc1ccc(Cl)cc1 (stereo not drawn) | 0
C[C@@H]1CN([C@@H](C)CO)C(=O)Cc2cc(NC(=O)Nc3ccc(F)cc3)ccc2O[C@@H]1CN(C)C(=O)NC1CCCCC1 | 11
COc1ccc(C)cc1NC(=O)CSc1n[nH]c(-c2ccc(Cl)cc2)n1 | 9
C[C@@H]1CN([C@H](C)CO)C(=O)c2cc(NC(=O)Cc3ccccc3)ccc2O[C@H]1CN(C)S(C)(=O)=O | 71
COC(=O)CCCCCCC(=O)N/N=C\c1cccnc1Br | 12
COc1cccc(NC(=O)N(C)C[C@H]2OCc3cnnn3CCCC(=O)N([C@H](C)CO)C[C@@H]2C)c1 | 15
C[C@H]1CN([C@@H](C)CO)C(=O)Cc2cc(NC(=O)Nc3ccc(C(F)(F)F)cc3)ccc2O[C@H]1CN(C)Cc1ccc(C(=O)Nc2ccccc2N)cc1 | 47

# Further compounds.
SMILES,U2OS ROS induce
COc1ccc(-c2cc(C(=O)Nc3cc(Cl)ccc3OC)c3ccccc3n2)cc1,19
O=C(Oc1ccccc1)C(c1ccccc1)c1ccccc1,20
Cc1ccc(S(=O)(=O)N(C)C[C@H]2Oc3c(NC(=O)c4ccc(-c5nccs5)cc4)cccc3C(=O)N([C@H](C)CO)C[C@H]2C)cc1,8
Cc1noc(C)c1S(=O)(=O)Nc1ccc2c(c1)C(=O)N([C@H](C)CO)C[C@H](C)[C@H](CN(C)C(=O)c1ccncc1)OCCCC[C@@H](C)O2,-3
C[C@@H]1CN([C@H](C)CO)C(=O)c2cccc(NS(=O)(=O)c3ccc(Cl)cc3)c2O[C@H]1CN(C)Cc1ccc(Oc2ccccc2)cc1,15
Cc1noc(C)c1S(=O)(=O)N(C)C[C@@H]1Oc2c(NS(=O)(=O)c3cn(C)cn3)cccc2C(=O)N([C@@H](C)CO)C[C@H]1C,-2
Cc1ccc(S(=O)(=O)N(C)C[C@H]2OCCCC[C@@H](C)Oc3ccc(NC(=O)c4ccncc4)cc3C(=O)N([C@H](C)CO)C[C@@H]2C)cc1,13
COc1ccc(S(=O)(=O)Nc2ccc3c(c2)C(=O)N([C@@H](C)CO)C[C@H](C)[C@@H](CN(C)S(=O)(=O)c2ccc(Cl)cc2)O3)cc1,15
Cc1ccc(S(=O)(=O)Nc2ccc3c(c2)CC(=O)N([C@@H](C)CO)C[C@H](C)[C@@H](CN(C)C(=O)NC2CCCCC2)O3)cc1,-3
Cc1cc(C)cc(-n2c(SCC(=O)Nc3ccccc3C(F)(F)F)nc3c(c2=O)SCC3)c1,5
COc1ccc(NC(=O)N(C)C[C@H]2Oc3c(NS(=O)(=O)c4cn(C)cn4)cccc3C(=O)N([C@H](C)CO)C[C@@H]2C)cc1,-17
Cc1cc(C)cc(NC(=O)c2ccc3c(c2)NC(=O)c2ccccc2S3)c1,11
CN(CC(=O)Nc1ccccc1C(N)=O)S(=O)(=O)c1ccc(Br)cc1,-5
COc1ccc(CN(C)C[C@H]2Oc3c(NS(=O)(=O)c4ccccc4)cccc3C(=O)N([C@H](C)CO)C[C@H]2C)cc1,3
CCc1cccc(C)c1NC(=O)CSc1nnc(C)n1-c1ccc(F)cc1,-6
C[C@H]1CN([C@@H](C)CO)C(=O)c2cccc(NC(=O)C3CCCCC3)c2O[C@H]1CN(C)C(=O)Nc1ccc2c(c1)OCO2,-7
